Source: PubChem BioAssay
DENV2 CPE rescue: protects cells from dengue virus 2 cytopathic effect; DENV2-infected cells, cytopathic effect rescue, plate reader; CPE inhibition, % at 9.99 µM; 350,000 compounds, 1.7% hits; in the data active = CPE inhibition above about 20%, passing the limit was not always enough; inconclusive = no clear call, values can overlap the other calls; tested in BHK-21 cells;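 note: 0% = median of neutral control wells and 100% = median of positive control wells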
Xi reactivation: X-chromosome reactivation activator. AID 743238. 360,000 compounds, 0.055% hits. activation, % at 7.58 µM. XiGFP mouse fibroblasts, % GFP-positive cells imaging, 3 d; cells co-treated with 5-aza-dC sensitizer; scaled so ellipticine positive control = 100%;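 active = mean normalized replicate activation at least 10% and every replicate at or above 10%; inconclusive = only one of the two criteria met; inactive = mean below 10% and not all replicates reach 10%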;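 note: 0% = median of on-plate neutral control wells and 100% = ellipticine 6 µM median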
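System: 68-5-11 XiGFP fibroblast line | Buffer or medium: DMEM containing 5-aza-dC | Compound: Single point | Times: Compounds 3 days, fix/stain 15 min at room temperature | Benchmarks: Positive control ellipticine, 6 µM final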
GSIS activator: primary screen for activators of insulin secretion dependent on glucose, INS-1E cells, GLuc reporter luminescence; activation, % at 16.6 µM; INS-1E GLuc reporter insulin secretion, 2-3 h; AID 743287; 370,000 compounds, 0.61% hits;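 active = lowest replicate activation of at least 40%, so every replicate reaches that level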;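 note: 0% = median of neutral control wells and 100% = median of IBMX positive control wells; some compounds called inactive have numbers as strong as hits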
CFTR F508del cor: CFTR F508del correction in bronchial cells | CFBE cells, YFP halide quenching; stimulated with forskolin plus potentiator P3; % fluorescence drop versus neutral controls | activity (quench increase), % at 7.58 µM | 350,000 compounds, 0.36% hits | AID 720511;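 active = mean added fluorescence quench of at least 8% versus neutral control, with both replicates also reaching 8%; inconclusive = only one of the mean or replicate conditions met; inactive = mean below 8% and not both replicates reaching 8%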;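 note: cells transiently co-express mutant CFTR-F508del with the halide-sensitive YFP; corrector assay measuring rescue of mutant channel to the surface after 24 h compound exposure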
EWS-Fli inh: inhibitors of EWS/Fli oncoprotein transcriptional activity; A673 NR0B1-luciferase reporter, viability-normalised; inhibition, % at 12.6 µM; 350,000 compounds, 0.67% hits;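 active = mean inhibition of at least 50% after viability correction, with every replicate also passing that limit; inconclusive = mean reaches 50% but only one of two replicates passes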;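 note: firefly luciferase signal divided by Alamar Blue viability fluorescence both relative to DMSO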
ARNT TACC3 PPI: ARNT/TACC3 interaction disruption; Q9Y6A5; AlphaScreen His-ARNT PAS-B/GST-TACC3 binding, luminescence; TACC3 fragment carries E629A point mutation; inhibition, % at 9.99 µM; 390,000 compounds, 0.66% hits; AID 623870;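 active = mean inhibition of replicates at least 50% and at least half of replicates each reaching 50%; inconclusive = half or more replicates reach 50% but mean below 50%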;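 note: 0% = complete ARNT plus TACC3 wells and 100% = ARNT alone without TACC3; many hits fall short of the cut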
ERp5 inh: ERp5 (human) disulfide isomerase inhibition; Q15084; ERp5 insulin aggregation, absorbance 650 nm, 90 min; inhibition, % at 9.99 µM; 350,000 compounds, 0.05% hits; AID 651711;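 active = mean replicate inhibition above about 25%, with every replicate also reaching it, limit read from the data, passing the limit was not always enough; inconclusive = only one of those two criteria met; inactive = neither criterion met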
Target sequence (Q15084 whole entry, looked up): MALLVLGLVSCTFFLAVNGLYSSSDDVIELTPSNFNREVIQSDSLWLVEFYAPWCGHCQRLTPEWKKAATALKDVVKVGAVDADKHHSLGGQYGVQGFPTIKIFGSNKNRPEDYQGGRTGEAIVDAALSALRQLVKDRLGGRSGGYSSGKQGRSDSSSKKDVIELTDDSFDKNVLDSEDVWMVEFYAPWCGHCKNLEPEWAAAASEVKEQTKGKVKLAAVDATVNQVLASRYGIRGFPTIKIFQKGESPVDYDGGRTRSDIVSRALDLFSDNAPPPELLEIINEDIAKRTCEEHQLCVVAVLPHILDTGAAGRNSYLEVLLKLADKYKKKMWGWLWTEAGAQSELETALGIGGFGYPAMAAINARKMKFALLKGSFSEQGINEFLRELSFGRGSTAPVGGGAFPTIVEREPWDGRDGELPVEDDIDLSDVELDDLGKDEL
PAX8 inh HTS: PAX8 transcriptional activity inhibition. AID 652154. RMG-I TPO-luciferase reporter, SteadyGlo, 24 h. 360,000 compounds, 1.2% hits. inhibition, % at 12.6 µM;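 active = mean replicate inhibition at least 60% with every replicate also reaching 60%; inconclusive = only one of the two criteria is met; inactive = mean below 60% and not all replicates reaching 60%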;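 note: luciferase light reporting Pax8 driven TPO promoter activity; plate controls were median of neutral control wells for no effect and mitoxantrone controls for full effect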
An asterisk follows results filed as active; u = inconclusive; x = not tested or not shown; & = joins results of further samples.

SMILES	DENV2 CPE rescue	Xi reactivation	GSIS activator	CFTR F508del cor	EWS-Fli inh	ARNT TACC3 PPI	ERp5 inh	PAX8 inh HTS
CC1(C)CC(=O)C([N+](=O)[O-])=C(NCCCO)C1	0	-0.4	7	x	1	8	3	2
CCCCc1nc2cc(C(=O)N3CCN(c4nc(C)cnc4C)CC3)ccc2o1	-2	0.0	-6	1.1	x	5	-6	-100
CC(=O)CCCC(NS(=O)(=O)CCC(Cl)(Cl)Cl)c1ccccc1 (stereo not drawn)	9	0.0	24	0.3	4	-4	0	-2
O=C(COC(=O)CCN1C(=O)c2ccccc2C1=O)Nc1ccccc1[N+](=O)[O-]	-2	0.4	-1	-2.3	3	4	0	10
COc1ccc(NC(=O)N(C)C[C@@H]2Oc3ccc(NC(=O)Nc4ccc(C(F)(F)F)cc4)cc3C(=O)N([C@H](C)CO)C[C@H]2C)cc1	u	-0.9	-2	0.1	4	-1	x	10
CCN(CC(=O)Nc1c(F)cccc1F)C(=O)CN1C(=O)c2ccccc2C1=O	0	-0.1	-11	3.0	3	-4	1	-9
COc1cccc(CNC(=O)[C@@H]2CCCN2C(=O)[C@H]2CCCCN2C(=O)c2ccccc2)c1	-8	0.2	5	-0.5	-3	x	8	-9
C[C@H](CO)N1C[C@H](C)[C@@H](CN(C)S(=O)(=O)c2ccc(Cl)cc2)Oc2c(NC(=O)Nc3ccccc3)cccc2C1=O	11	-1.1	0	-1.6	0	3	-1	10
Cc1ccc(S(=O)(=O)N2[C@@H]3CNC[C@H]2C3c2ccc(-c3cccnc3)cc2)cc1 (stereo partly drawn)	-7&5	0.0&0.0	-7&8	-0.3&-0.6	-16	x	8&-1	-7
CCCC#Cc1ccc([C@H]2[C@@H](CO)N3C(=O)CN(C(=O)c4ccccc4)C[C@H]23)cc1	3	0.4	-9	1.6	x	x	1	x
O=C(Nc1ccccc1C(=O)O)c1cccc(NS(=O)(=O)c2ccc(Br)cc2)c1	7	0.1	2	2.3	10	0	-3	-17
CCCNC(=O)C[C@@H]1CC[C@H]2[C@@H](COC[C@H](O)CN2C(=O)C2CCOCC2)O1	14	0.0	4	0.1	4	-11	-5	-9
O=C(Nc1cccc(Cl)c1)Nc1ccc(Br)cc1F	-8	0.0	2	x	-5	-4	-1	5
O=C(CN1C(=O)/C(=C/c2ccco2)SC1=S)Nc1ccc(O)c(C(=O)O)c1	-2	0.1	16	-2.1	16	10	6	15
Cc1cc2ccccc2n1CCNC(=O)Cc1ccccc1	1	0.2	-46	3.7	-1	10	-4	15
O=C1NC[C@@H](Cc2cccc3ccccc23)N(CC2(c3ccccc3)CC2)C1=O	10	0.0	-68	0.2	21	x	-4	24
COc1ccc(S(=O)(=O)Nc2ccc3c(c2)C(=O)N([C@@H](C)CO)C[C@@H](C)[C@H](CN(C)S(=O)(=O)c2cn(C)cn2)OCCCC[C@H](C)O3)cc1	u	-1.2	0	0.0	-8	-2	0	-25
CN(CC1CCCN(CCc2ccc(F)cc2)C1)C(=O)CCC(F)(F)F (stereo not drawn)	9	0.1	-30	3.0	-2	0	-7	20
Cc1ccc(N(Cc2ccccc2)C(=O)c2cc(S(=O)(=O)N3CCOCC3)ccc2C)cc1	10	0.2	-23	-3.9	-10	4	2	16
COc1ccc(/C=N/Nc2nonc2N)c(OC)c1	0	0.2	15	-1.1	1	0	1	-25
Cc1ccc(NC(=O)c2ccc(CN3CC(=O)N4CCCCC4C3=O)cc2)c(C)c1 (stereo not drawn)	1	-0.1	-18	0.2	-10	-10	2	4
Cc1cc(Cl)c(OCCCNC2CCCC2)c(Br)c1	27*	0.1	-14	0.5	26	25	2	17
C[C@@H]1CCCCO[C@@H](CN(C)C(=O)Nc2cccc3ccccc23)[C@H](C)CN([C@@H](C)CO)C(=O)c2cc(NS(C)(=O)=O)ccc2O1	14	-0.1	-3	1.8	1	27	-2	24
CCOC(=O)N1CCN(C(=O)COc2cccc3c2CCN(CC)C3=O)CC1	11	0.1	6	0.5	12	-9	3	9
C1=C(CCNc2ncnc3c2[nH]c2ccccc23)CCCC1	4	0.0	x	x	-2	-4	-4	-13
COc1cc(C2CC(=O)Oc3c2c(=O)n(C)c2ccccc32)ccc1O (stereo not drawn)	-4	0.0	3	-4.0	9	x	1	25
CC(C)CCNC(=O)C1CCN(c2nnc(-n3cccc3)s2)CC1	-10	0.2	2	2.0	-16	-4	-2	-14
C[C@@H]1CN([C@@H](C)CO)C(=O)c2cc(NS(=O)(=O)c3ccc(F)cc3)ccc2O[C@@H]1CN(C)C(=O)Nc1cccc2ccccc12	-2	0.4	-23	0.3	12	-2	11	x
Cc1ccc2nc(-c3ccccc3)c(CN3CCSCC3)n2c1	3	0.2	18	x	2	2	2	-8
[O-][n+]1ccccc1SCc1ccccc1	-25	-0.1	13	0.8	0	1	4	-4
CCOC(=O)CCCNC(=O)CCCNC(=O)C(c1ccccc1)c1ccccc1	-11	x	-29	1.1	-2	0	0	x
COc1ccc([C@H]2CC(=O)C=C(c3ccc(-c4ccccc4)c(F)c3)C2)cc1OC	6	0.5	1	0.1	-5	-2	3	-3
O=C(CCN1CCCCC1)N[C@H]1CC[C@H](CCNS(=O)(=O)c2ccccc2)O[C@@H]1CO	5	0.1	7	-3.8	-5	-3	3	5
CN(CCC#N)C(=O)c1cc2c(s1)-c1ccccc1SC2	-1	0.0	-1	-0.3	-107	1	4	-124
CCOC(=O)c1csc(NC(=O)C(C)(C)C)n1	1	-0.1	x	2.7	2	7	-5	-17
O=C(c1ccccn1)N1C[C@@H]2[C@H](c3ccccc31)[C@H](CO)N2C(=O)C1CCCCC1	u	0.0	3	-2.3	3	2	-2	-7
O=C(NC(=S)Nc1ccccc1)c1cc([N+](=O)[O-])ccc1N1CCOCC1	1	0.0	0	x	10	-17	9	-17
CCn1cc(C(=O)N(C)c2ccc(OC)cc2OC)c2cc(OC)c(OC)cc2c1=O	-1	0.1	26	-1.4	-8	-3	-4	11
CC(C)NC(=S)N(C)C1(c2ccccc2Cl)CCCCC1=O (stereo not drawn)	x	0.0	2	x	x	-2	x	-4
CCNC(=O)C[C@H]1CC[C@H]2[C@@H](COC[C@H](O)CN2C(=O)Nc2c(C)noc2C)O1	9	0.3	6	1.8	-3	3	2	4
Cc1cccc(NC(=O)Nc2nnc(N3CCCCC3C)s2)c1C (stereo not drawn)	-9	0.0	-9	1.0	-30	-7	-3	2
Clc1cccc(OCCn2ccnc2)c1	-3	0.0	13	0.4	4	1	3	23
COc1cccc(CN2[C@H](CO)[C@H]3c4ccccc4N(C(=O)CC(F)(F)F)C[C@H]32)c1	u	0.0	-4	-0.6	7	1	0	6
O=C(CN1CCOCC1)N[C@@H]1CC[C@H](CCNC(=O)C2CCCCC2)O[C@@H]1CO	-9	-0.1	14	-0.8	-3	-32	4	2
O=[N+]([O-])c1cccc(-c2ncc3ccccn23)c1	-4	0.0	37	2.6	-24	4	-3	-15
C[C@@H]1CN([C@@H](C)CO)C(=O)Cc2cc(NC(=O)CCN3CCOCC3)ccc2O[C@@H]1CN(C)Cc1ccc(-c2ccccc2)cc1	-3	0.3	-4	2.0	4	x	5	x
O=C(COC(=O)c1cc([N+](=O)[O-])ccc1N1CCCC1)Nc1ccccc1OC(F)F	-2	0.0	-6	0.0	-4	13	0	12
COc1ccc(S(=O)(=O)N(C)C[C@@H]2Oc3ccc(NC(=O)Cc4cn(C)c5ccccc45)cc3CC(=O)N([C@H](C)CO)C[C@@H]2C)cc1	18	-0.4	13	-0.9	4	12	4	x
COCC(=O)N1[C@@H](C#N)[C@@H](c2ccccc2-c2cccc(C)c2)[C@@H]1CO	0	0.0	2	0.9	8	x	3	x
C[C@@H]1CN([C@H](C)CO)C(=O)Cc2cc(NC(=O)Nc3ccccc3)ccc2O[C@H]1CN(C)Cc1ccc(Oc2ccccc2)cc1	-5	-0.1	9	-1.0	17	3	0	4
The results go on.
SMILES	DENV2 CPE rescue	Xi reactivation	GSIS activator	CFTR F508del cor	EWS-Fli inh	ARNT TACC3 PPI	ERp5 inh	PAX8 inh HTS
CCOC(=O)CNC(=O)N1CCc2ccc(NC(=O)c3ccccc3Cl)cc2C1	15	-0.1	-2	3.1	-2	-4	4	-5
O=C(Nc1cccc(S(=O)(=O)N2CCCCCC2)c1)C1CCC1	-1	0.0	-1	1.3	5	-3	1	-12
COc1cccc(S(=O)(=O)N[C@@H]2CC[C@@H](CCNC(=O)Cc3ccncc3)O[C@H]2CO)c1	5	-0.1	3	2.6	-1	x	-5	-5
COc1cc(/C=C\C(=O)NCc2ccc3[nH]c(C)cc3c2)cc(OC)c1OC	-5	-0.1	-4	-0.3	-3	x	2	-5
CCCC(=O)Nc1ccc2c(c1)OC[C@H](C)N(Cc1ccccc1)C[C@H](C)[C@H](OC)CN(C)C2=O	-3	0.1	2	-0.6	-1	1	1	-5
Cc1cc(C)cc(N(CC(=O)NCc2ccc(F)cc2)C(=O)c2snc(C(N)=O)c2N)c1	1	0.0	14	1.4	3	0	-4	8
COc1cc(C)nc(N2CCCC(C(=O)Nc3ccccc3Br)C2)n1 (stereo not drawn)	7	0.4	5	-1.8	6	-4	3	-2
CCCn1c(CN2CCCCC2CC)nc2c1c(=O)n(C)c(=O)n2C (stereo not drawn)	-13	0.0	x	1.0	3	-9	3	5
CCC(CC)c1nnc(NC(=O)CN2C(=O)c3ccccc3C2=O)s1	-4	0.0	-3	-2.7	4	-1	4	9

Of the compounds above, 9 have fluorine:
SMILES	DENV2 CPE rescue	Xi reactivation	GSIS activator	CFTR F508del cor	EWS-Fli inh	ARNT TACC3 PPI	ERp5 inh	PAX8 inh HTS
COc1ccc(NC(=O)N(C)C[C@@H]2Oc3ccc(NC(=O)Nc4ccc(C(F)(F)F)cc4)cc3C(=O)N([C@H](C)CO)C[C@H]2C)cc1	u	-0.9	-2	0.1	4	-1	x	10
CCN(CC(=O)Nc1c(F)cccc1F)C(=O)CN1C(=O)c2ccccc2C1=O	0	-0.1	-11	3.0	3	-4	1	-9
O=C(Nc1cccc(Cl)c1)Nc1ccc(Br)cc1F	-8	0.0	2	x	-5	-4	-1	5
CN(CC1CCCN(CCc2ccc(F)cc2)C1)C(=O)CCC(F)(F)F (stereo not drawn)	9	0.1	-30	3.0	-2	0	-7	20
C[C@@H]1CN([C@@H](C)CO)C(=O)c2cc(NS(=O)(=O)c3ccc(F)cc3)ccc2O[C@@H]1CN(C)C(=O)Nc1cccc2ccccc12	-2	0.4	-23	0.3	12	-2	11	x
COc1ccc([C@H]2CC(=O)C=C(c3ccc(-c4ccccc4)c(F)c3)C2)cc1OC	6	0.5	1	0.1	-5	-2	3	-3
COc1cccc(CN2[C@H](CO)[C@H]3c4ccccc4N(C(=O)CC(F)(F)F)C[C@H]32)c1	u	0.0	-4	-0.6	7	1	0	6
O=C(COC(=O)c1cc([N+](=O)[O-])ccc1N1CCCC1)Nc1ccccc1OC(F)F	-2	0.0	-6	0.0	-4	13	0	12
Cc1cc(C)cc(N(CC(=O)NCc2ccc(F)cc2)C(=O)c2snc(C(N)=O)c2N)c1	1	0.0	14	1.4	3	0	-4	8
